# NPR2 activator – GC-B (human) receptor activation. P20594. HEK293-GC-B cells, CNP EC30, cGMP TR-FRET; 0% at EC30 CNP, 100% saturating CNP. activation, % at 10 µM. hit rate 0.11% among 370,000;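 active means activation at 10 µM reaching about 35% in either raw or pattern-adjusted values, limit read from the data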
# NPR1 activator – GC-A (human) enzyme activation | P16066 | HEK293 GC-A cells, cGMP TR-FRET, EC30 ANP; 0% at EC30 ANP, 100% saturating ANP | activation, % at 10 µM | hit rate 0.14% among 370,000; in the data active means activation above about 40%
# UHRF1 MBD2 ctr – blocks human UHRF1 binding to methylated DNA | hit rate 0.75% among 370,000 | inhibition, % at 4.4 µM | UHRF1 binding to methylated oligo, TR-FRET | Q96T88; in the data active means inhibition above about 21%;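 further: UHRF1 SRA domain binding a hemimethylated CpG hairpin DNA probe; 0% = median of test compound wells and 100% = reference inhibitor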
# rCAG RNA binder – binds r(CAG) RNA repeats. AID 651821. inhibition, % at 3 µM. hit rate 1.3% among 370,000. r(CAG) RNA repeat, TO-PRO-1 dye displacement fluorescence;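 active means inhibition above the plate cutoff, the mean of all test compounds on that plate plus 3 SD, cut at about 35% in these data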;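 further: 0% = DMSO alone and 100% = 100 µM mitoxantrone as full dye displacement; higher means more dye released from RNA so lower well fluorescence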
# TCR CD3 inh – inhibitors of human TCR-CD3 interaction | TAMRA-labeled TCR probe fluorescence, biochemical | inhibition, % at 9.4 µM | hit rate 0.37% among 360,000 | AID 651800; in the data active means inhibition above about 19%;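 further: recombinant mutant TCR 2C K166C tagged with TAMRA read by polarization; 0% = receptor in buffer alone and 100% = receptor with positive control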
# HTRA1 inhibitor – inhibitors of human serine peptidase HTRA1; AID 504803; hit rate 0.5% among 340,000; inhibition, % at 5.96 µM; recombinant HTRA1, FP-rhodamine activity-based probe, fluorescence polarization; Q92743; in the data active means inhibition above about 36%;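 further: 0% = enzyme with DMSO and 100% = wells lacking enzyme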
# SIAE inh – human SIAE inhibition, primary screen | Q9HAT2 | AID 1053197 | hit rate 0.69% among 370,000 | inhibition, % at 9.66 µM | SIAE FP-Rh probe binding, fluorescence polarization;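 active means inhibition above a cutoff: mean of compounds within the control limits plus 3 SD of those, cut at about 17% in these data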;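 further: 0% = plate median of compound wells and 100% = probe without SIAE protein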
# Target sequence (Q9HAT2 whole entry, looked up): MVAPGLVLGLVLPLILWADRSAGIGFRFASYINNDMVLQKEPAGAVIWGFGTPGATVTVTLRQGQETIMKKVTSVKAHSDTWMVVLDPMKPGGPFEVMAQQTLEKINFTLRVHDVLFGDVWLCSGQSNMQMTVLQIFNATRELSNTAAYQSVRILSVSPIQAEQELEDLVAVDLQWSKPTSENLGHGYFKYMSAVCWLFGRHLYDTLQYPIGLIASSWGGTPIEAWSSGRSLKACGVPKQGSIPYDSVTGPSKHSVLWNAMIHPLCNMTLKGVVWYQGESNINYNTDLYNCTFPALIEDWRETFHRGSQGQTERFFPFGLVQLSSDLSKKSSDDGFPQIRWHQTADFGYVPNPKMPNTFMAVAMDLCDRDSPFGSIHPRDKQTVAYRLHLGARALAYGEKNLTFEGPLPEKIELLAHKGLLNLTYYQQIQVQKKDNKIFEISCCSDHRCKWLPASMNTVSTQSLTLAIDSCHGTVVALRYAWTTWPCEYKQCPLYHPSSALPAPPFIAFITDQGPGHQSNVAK
# ABHD4 inh – inhibits mouse alpha/beta hydrolase domain 4; Q8VD66; purified mABHD4, FP-Rh probe fluorescence polarization; inhibition, % at 8.92 µM; hit rate 0.54% among 370,000;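 active means inhibition exceeding the mean over every tested compound plus 3 SD, cut at about 30% in these data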;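 further: 0% = plate median of compound wells and 100% = S159A mutant with DMSO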
# Target sequence (Q8VD66 whole entry, looked up, the tested form may be a part): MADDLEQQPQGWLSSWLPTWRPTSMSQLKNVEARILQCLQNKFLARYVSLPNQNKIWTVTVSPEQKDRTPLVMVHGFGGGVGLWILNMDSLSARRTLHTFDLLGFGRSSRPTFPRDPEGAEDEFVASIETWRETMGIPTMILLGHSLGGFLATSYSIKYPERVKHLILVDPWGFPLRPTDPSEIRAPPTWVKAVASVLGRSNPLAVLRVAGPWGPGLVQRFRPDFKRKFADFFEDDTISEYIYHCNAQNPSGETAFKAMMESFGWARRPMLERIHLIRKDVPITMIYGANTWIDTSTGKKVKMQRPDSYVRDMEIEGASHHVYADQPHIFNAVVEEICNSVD
#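 System: mouse ABHD4 enzyme, wild type / Medium: HEPES pH 7.0, NaCl, Pluronic buffer / Reagent: FP-Rh activity-based fluorescent probe / Control set: S159A mutant high control, sample median low control / Detection: fluorescence polarization with parallel and perpendicular emission, 525/598 nm / Schedule: 45 min + 60 min at 25 °C / Compound dosing: 8.92 µM, single dose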
# MBD2 DNA inh – MBD2-methylated oligo binding inhibition; Q9UBB5; TR-FRET, MBD2 binding to methylated oligonucleotide; inhibition, % at 4.4 µM; hit rate 0.31% among 370,000; AID 686964; in the data active means inhibition above about 13%
# PRMT1 inh – inhibitors of human PRMT1 | Q99873 | recombinant PRMT1, activity-based probe fluorescence polarization | inhibition, % at 2.79 µM | hit rate 1.3% among 370,000 | AID 652257;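 active means inhibition above about 21% made by adding two undisclosed values, limit read from the data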
# Starred values were filed as active, the others as inactive; nt = no result given.
SMILES,NPR2 activator,NPR1 activator,UHRF1 MBD2 ctr,rCAG RNA binder,TCR CD3 inh,HTRA1 inhibitor,SIAE inh,ABHD4 inh,MBD2 DNA inh,PRMT1 inh
C=CCNC(=S)Nc1cccc2ccccc12,0.2,3.3,0.3,-1.9,6.7,-0.8,1.5,6.3,6.8,1.1
NC(=O)CSc1n[nH]c(-c2ccco2)n1,3.9,-0.9,4.4,-2.4,-2.0,5.0,-2.6,0.4,0.7,-0.3
CC1(C)N=C(N)NC(Nc2ccccc2Cl)=N1,-2.2,-0.8,-0.3,-2.5,6.0,3.8,1.2,-6.5,-6.2,-5.0
COc1ccc(-c2cc(C(F)F)n3ncc(C(=O)NCC4CCCO4)c3n2)cc1 (centres undefined),23.5,28.0,1.8,-2.1,-1.7,-9.6,-30.4,2.1,-1.5,1.4
Cc1cc(C)c(S(=O)(=O)Nc2ccc(O)c(Sc3ncn[nH]3)c2)c(C)c1,-0.6,4.6,4.0,13.9,7.2,-0.7,5.5,16.8,-3.2,3.6
Cc1ccc(NC(=O)COc2cccc(-n3cnnn3)c2)cc1[N+](=O)[O-],-4.8,-1.5,-1.2,31.7,0.9,-1.9,-16.9,-2.1,-0.1,-1.2
CN(C)S(=O)(=O)c1ccc(C(=O)OCCn2cnc3c2c(=O)n(C)c(=O)n3C)cc1,3.4,7.6,16.0,-6.4,-4.6,-3.1,8.5,5.7,9.3,2.7
Cc1ccccc1N1CCN(C2CCCN(C(=O)c3ccnn3C)C2)CC1 (centres undefined),1.1,2.9,0.0,-5.9,2.2,4.2,3.6,0.6,-1.5,0.2
COc1ccc(C)cc1N(C(=O)CNC(=O)c1ccco1)C(C(=O)NC1CCCC1)c1cccnc1 (centres undefined),1.4,-2.2,1.8,-4.4,0.9,-0.8,2.7,0.0,-2.1,-0.1
COc1ccccc1/C=C/C(=O)OCC(=O)NCCC1=CCCCC1,-5.0,2.4,0.7,1.1,5.1,4.7,-0.7,-2.7,-3.6,-0.1
O=C(NNC(=O)c1ccc(O)cc1O)c1ccc(-c2ccccc2)cc1,-3.7,0.5,0.2,13.1,28.3*,23.8,1.5,3.7,8.0,-1.5
C[N+](C)(C)C/C=C1/COCO1,3.3,-3.5,4.0,2.5,-8.9,5.9,-2.4,-6.1,5.8,1.4
Cc1cc(C)cc(C(=O)N(Cc2ccco2)c2c(N)n(Cc3ccccc3)c(=O)[nH]c2=O)c1,2.1,1.2,-1.9,1.5,-10.4,-3.8,4.3,1.7,0.0,4.3
COc1ccc(CC(=O)O/N=C(\N)c2ccccn2)cc1OC,2.0,-0.6,0.5,-2.1,5.9,5.2,-2.7,-1.6,6.3,-4.3
CCOc1cccc(N2C(=O)CC(N3CCN(c4nc5ccccc5s4)CC3)C2=O)c1 (centres undefined),0.3,-0.3,1.4,-0.7,2.3,2.0,-3.2,1.1,-2.5,1.6
COc1ccc(C(C)NC(=O)c2ccncc2)cc1 (centres undefined),5.1,3.7,2.3,7.3,0.4,3.9,3.2,-3.5,-6.6,-6.7
O=C(C(=O)N1CCC(Cc2ccccc2)CC1)c1cccc(Br)c1,2.3,0.8,-2.2,0.6,-1.6,nt,4.7,-12.7,-5.2,-0.9
CC(=O)NCCC(=O)Nc1cc(S(=O)(=O)N2CCCCC2)ccc1Oc1cccc(C)c1,3.1,7.1,0.3,0.0,9.3,-2.3,-2.2,2.9,-4.6,-0.4
Cc1cccc(CCNC(=O)CN(C)S(=O)(=O)c2cnc[nH]2)c1,-1.2,2.2,-3.3,0.3,12.6,2.9,-2.2,3.2,-5.5,-4.3
Cc1ccc(C2=NCCn3c2c2ccc([N+](=O)[O-])cc2[n+]3[O-])cc1,-1.0,-2.4,-9.0,7.9,-6.3,-3.9,12.3,9.2,-3.9,-1.2
CCOc1cc(N(CC)CC)ccc1/C=C(/C#N)c1nc2ccccc2[nH]1,13.2,8.2,-2.3,-11.1,-7.0,9.6,26.6*,15.4,4.2,12.4
CN1CCN(c2ccc(S(=O)(=O)N3CCCCC3)cc2[N+](=O)[O-])CC1,1.7,2.7,-1.1,-3.7,7.3,8.9,2.6,1.3,0.0,-1.3
COc1ccc(Cl)cc1N1C(=N)SCC1=O,0.6,-1.5,-0.1,2.5,8.3,1.0,-2.3,-2.8,-1.5,5.2
COC(=O)c1c(S(=O)(=O)N2CCOCC2)c(C)n(C)c1C,-1.9,4.8,-2.9,1.5,1.3,1.2,-2.9,4.6,1.2,8.2
CC1CCN(C(=O)Cn2c(=O)n(Cc3ccco3)c(=O)c3sccc32)CC1,2.9,-1.5,1.8,-2.3,-0.6,0.6,2.3,-0.7,11.9,2.1
SMILES,NPR2 activator,NPR1 activator,UHRF1 MBD2 ctr,rCAG RNA binder,TCR CD3 inh,HTRA1 inhibitor,SIAE inh,ABHD4 inh,MBD2 DNA inh,PRMT1 inh
CC(C)NCC(O)COc1cccc2ccccc12 (centres undefined),-1.1,-2.9,-1.2,4.4,2.5,5.1,1.4,-3.8,-0.5,-5.0
CC(C)CC(=O)Nc1cccc(C(C)O)c1 (centres undefined),-3.1,-2.4,21.2*,-1.4,0.6,nt,7.7,-1.1,-2.3,1.8
CCN(CC)CCN(Cc1cc2cc3c(cc2[nH]c1=O)OCCO3)C(=S)NCCCN(C)C,6.6,4.3,1.3,2.9,2.8,0.3,-1.6,4.7,-0.6,0.1
COc1cccc(CNCCc2c[nH]c3ccccc23)c1OCc1ccc(F)cc1,-10.9,-10.4,1.4,7.0,-0.6,-7.5,-0.7,3.2,-2.2,1.0
N#C/C(C(N)=O)=C1/CCCN1Cc1ccccc1,3.5,4.8,3.5,0.7,-0.5,nt,-0.1,-6.0,1.2,7.6
COC(=O)c1ccc(C2Nc3ccc(/C(C)=N/NC(=O)C(OC)c4ccccc4)cc3C3C=CCC32)cc1 (centres undefined),5.1,-4.5,-3.4,20.5,1.4,20.8,21.8*,14.3,-3.5,16.3
O=C(CCc1nnc(Cc2c[nH]c3ccccc23)o1)NC1CCCC1,2.2,-2.3,1.4,-1.0,-0.6,1.4,-1.5,-11.1,-9.1,-2.6
CCOc1ccccc1/C=N/NC(=O)c1cccc(S(=O)(=O)N2CCOCC2)c1,-6.0,0.8,-2.3,-1.3,6.5,-8.0,7.3,-4.3,0.3,-9.4
CC1CCCCN1CC(O)COCCC12CC3CC(CC(C3)C1)C2 (centres undefined),-0.6,-3.9,5.1,-1.9,3.1,-1.7,-5.6,-7.9,8.0,10.8
Cc1nn(CC(=O)Nc2ccc3c(c2)nc(CN2CCCCC2)n3C)c(=O)c2ccccc12,2.3,1.1,2.0,-1.6,4.8,6.9,-0.5,2.4,-1.1,-2.7
c1ccc(CSCc2cn3ccsc3n2)cc1,3.4,8.0,0.0,12.5,-2.2,-0.5,1.6,-2.0,2.4,-2.8
O=C(O)C1CCC(=O)N1C(=O)OCc1ccccc1 (centres undefined),4.1,1.7,1.2,-2.0,-7.7,9.5,3.0,4.1,-0.7,-3.5
O=C(NNC(=O)c1ccccc1O)c1ccco1,4.4,1.8,-0.6,-1.1,5.9,6.4,5.0,-1.4,-4.8,-1.6
O=C(CCNc1ccccc1)c1ccc2c(c1)OCO2,nt,nt,1.8,-0.6,6.1,9.7,5.1,-4.8,5.0,6.5
COc1nc(N/N=C/c2cc3c(cc2Br)OCO3)nc(N2CCOCC2)n1,3.8,4.3,-2.9,-4.2,1.4,-2.0,-5.7,0.8,-4.5,-1.0
CC1(C(=O)OCC(=O)N2c3ccccc3Sc3ccccc32)CC1(Cl)Cl (centres undefined),0.5,-6.2,1.6,-4.7,0.3,-17.1,1.6,-10.2,-1.8,-3.8
CCOC(=O)c1c(C)[nH]c(C(=O)OCc2nc3ccsc3c(=O)[nH]2)c1C,8.4,9.1,-0.7,10.0,0.9,-7.3,-5.3,-5.0,-2.9,2.8
CCn1nc(C)c([N+](=O)[O-])c1C(=O)NNC(=O)c1ccccc1Cl,7.3,3.4,-0.4,1.0,4.5,3.5,-2.1,-3.8,3.3,-0.6
COCc1nnc(NC(=O)c2ccc(S(=O)(=O)N3CCCC3)cc2)o1,0.4,1.6,-2.1,3.0,-0.7,14.2,-1.1,0.8,-4.5,-2.4
CCOC(=O)N1CCN(Cc2ccccc2F)CC1,6.7,4.0,3.0,-1.9,2.3,4.3,16.5,7.7,1.2,-1.1
CC(C)(C)NC(=O)C(c1cccs1)N(CC1CCCO1)C(=O)Cn1nnc(-c2cccs2)n1 (centres undefined),-4.4,-0.5,4.9,-5.2,5.4,-10.7,-4.3,-1.4,1.9,-5.1
O=C(c1ccco1)N(Cc1cccc(F)c1)C1CCS(=O)(=O)C1 (centres undefined),4.5,4.0,21.2*,0.3,9.1,-5.1,1.5,-3.2,6.5,-0.8
Cc1ccc(NC(=O)C2(C)CCN2C(=O)Cc2ccc(C(C)C)cc2)cc1 (centres undefined),-0.4,-0.5,0.5,-0.2,-1.9,nt,-3.1,-7.9,-1.1,-5.1
O=[N+]([O-])c1cccc(-c2nnc3ccc4ccccc4n23)c1,6.9,7.0,6.6,1.3,0.8,-1.2,7.8,4.4,-0.4,-4.0
O=C(O)COc1ccc2c(-c3ccccc3)cc(=O)oc2c1,-2.4,-0.3,-3.5,5.9,8.8,-1.3,9.5,6.3,-3.0,-0.8

# Compounds above with bromine (two):
SMILES,NPR2 activator,NPR1 activator,UHRF1 MBD2 ctr,rCAG RNA binder,TCR CD3 inh,HTRA1 inhibitor,SIAE inh,ABHD4 inh,MBD2 DNA inh,PRMT1 inh
O=C(C(=O)N1CCC(Cc2ccccc2)CC1)c1cccc(Br)c1,2.3,0.8,-2.2,0.6,-1.6,nt,4.7,-12.7,-5.2,-0.9
COc1nc(N/N=C/c2cc3c(cc2Br)OCO3)nc(N2CCOCC2)n1,3.8,4.3,-2.9,-4.2,1.4,-2.0,-5.7,0.8,-4.5,-1.0

# Other results follow:
SMILES,NPR2 activator,NPR1 activator,UHRF1 MBD2 ctr,rCAG RNA binder,TCR CD3 inh,HTRA1 inhibitor,SIAE inh,ABHD4 inh,MBD2 DNA inh,PRMT1 inh
Cc1ccc(S(=O)(=O)NCC(=O)N2CCN(c3ccccn3)CC2)s1,-2.1,-8.4,1.5,-0.2,nt,nt,3.8,3.3,3.3,5.0
O=C(Nc1cccnc1)c1ccc(COCC(F)(F)F)cc1,-1.7,2.4,-2.6,-2.3,5.3,2.3,-5.5,3.3,-0.9,2.8
CCN1Cc2c(/C=C/c3ccccc3)nc3ccc(OC)cc3c2N(c2cccc(Cl)c2)C1,-12.8,-16.1,-3.9,9.6,4.2,-60.8,-22.3,-19.6,-2.8,1.9
CC(C)n1c(=O)[nH][nH]c1=S,-0.8,2.5,-2.9,-2.0,-8.1,nt,9.1,6.0,2.6,69.6*
O=C(Oc1cc(=O)oc2ccccc12)c1cccnc1Cl,-5.3,0.4,2.4,17.2,-3.1,-8.9,-7.6,-3.6,-2.7,4.4
CC(=O)N(C)c1ccc(NC(=O)c2ccco2)cc1,3.0,5.6,-1.9,0.8,2.1,9.5,1.5,1.5,1.0,-1.6
O=C(c1ccc(N2CCN(CCO)CC2)nc1)N1CCOCC1,2.9,-0.5,1.9,0.4,-7.0,0.6,2.2,1.0,0.8,0.3
Cc1ccc(S(=O)(=O)CCC(=O)OCC(=O)Nc2cc(S(=O)(=O)N3CCOCC3)ccc2C)cc1,3.6,-4.2,2.0,-2.7,-6.3,-1.4,-4.4,1.8,3.5,2.1
O=C(NCc1ccco1)C(C(=O)c1ccccc1)n1ccccc1=O (centres undefined),1.2,0.7,3.0,-1.9,-2.8,-1.6,6.9,5.7,2.8,2.7

# A portion of the library; the hit share may differ from the screen's.
